HSF-1 act: HSF-1 activators, primary screen, NIH3T3-HGL cells, MG132 stress, luminescence, single point; 300,000 tested, 1.7% active; NIH3T3-HGL HSF-1 luciferase reporter, 8 h; 100% = twice DMSO control signal; activation, % at 9 µM;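 active means mean replicate activation of at least 50% with a set share of replicates each reaching 50%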;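 further: 0% = median of the neutral control wells and 100% = twice that signal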
SKKanGAS inh: S. pyogenes SKKanGAS growth inhibitors in kanamycin, primary screen, streptokinase expression inhibitor project, SKKanGAS strain, BacTiter-Glo luminescence | 6 h | inhibition, % at 7.5 µM | 300,000 tested, 1.3% active;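 active means mean replicate score, as percent of positive control median, at least 50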;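 further: strain carries kanamycin resistance gene driven by streptokinase promoter and grows in 40 µg/ml kanamycin; loss of luminescence reflects streptokinase promoter inhibition or plain growth inhibition; 0% = median of DMSO wells and 100% = positive control at its reference dose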
HIF act: HIF pathway transcriptional activators, primary screen, cell-based, U2OS HRE-luciferase, luminescence; U2OS HRE-luciferase reporter; normalized: DMSO 0%, desferrioxamine 100%; activation, % at 7.5 µM (by protocol); 300,000 tested, 0.32% active; AID 1910, 2009;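 active means mean activation of at least 10% of the iron chelator positive control signal, with at least half of replicates also reaching 10%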
Platelet DG rel: inhibitors of platelet dense granule secretion, primary screen, cell-based, MLPCN, human platelets. inhibition, %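 (compounds screened at 7.5 µM in platelet-rich plasma)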. 300,000 tested, 0.22% active. human platelet-rich plasma, SFLLRN dense granule ATP release, luminescence;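 active means mean replicate score, as percent of positive control, at or above 50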
HSP90 refold inh: HSP90 inhibitors, primary screen, cell lysate, luminescence; 290,000 tested, 0.91% active; Heat shock protein HSP 90 (rabbit reticulocyte lysate; luciferase refolding); AID 1789, 2009; Rabbit reticulocyte lysate, luciferase refolding luminescence, 3 h; inhibition, % at 5.6 µM;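 active means inhibition above the screen-wide mean plus 3 SD, computed separately per campaign, cut at about 16% in these data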;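 further: 0% = DMSO wells and 100% = 60 µM geldanamycin wells; inhibitors lower the luminescence because luciferase stays unfolded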
KLF5 inh: KLF5 expression inhibitors, primary screen, DLD-1 cells, luminescence | DLD-1 KLF5 promoter-luciferase reporter | inhibition, % at 5 µM | 290,000 tested, 0.23% active;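 active means inhibition above a per-plate limit of that plate's mean compound inhibition plus 3 SD, cut at about 60% in these data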;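 further: 0% = DMSO wells and 100% = LY294002 at 200 µM; higher means less KLF5 promoter-driven luciferase light; inactives centre near -14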
IEC-6 tox: cytotoxicity in IEC-6 intestinal epithelial cells, primary screen, cytotoxicity control for KLF5 inhibitor project, cell-based, luminescence; IEC-6 cytotoxicity, luminescence viability; inhibition, % at 5 µM; 290,000 tested, 0.78% active; in the data active means inhibition above about 22%;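 further: 0% = plate median of test compound wells and 100% = cytotoxic reference compound wells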
aSyn UTR inh: MLPCN primary screen, SNCA 5' untranslated region | inhibition, % (tested at 7.5 µM) | alpha-synuclein 5'UTR reporter, inhibitor activity | 300,000 tested, 0.82% active; in the data active means inhibition above about 60%;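 further: H4 neuroglioblastoma cells stably carrying SNCA 5'UTR luciferase fusion; 0% = DMSO wells and 100% = positive control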
HSF1 inhib: HSF1 inhibitors in luciferase reporter cells, primary screen, cell-based, NIH3T3, luminescence. NIH3T3-HGL HSE-luciferase, MG132-induced, luminescence 8 h; stronger effect = lower value. activity change, negative = inhibition, % at 7.5 µM (by protocol). 300,000 tested, 0.77% active. AID 2098, 2009;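 active means more than half of replicate wells show activity change below -50%, luminescence cut by over half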;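 further: luciferase reports HSF-1 transcriptional activity via heat shock element; 0% = median of DMSO wells and -100% = zero luminescence signal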
AI-2 QS modul: Vibrio harveyi AI-2 quorum sensing modulators, primary screen, JMH597 strain, luminescence/OD600 ratio; Vibrio harveyi JMH597 AI-2 luminescence/OD600 ratio, 9 h; stronger effect = lower value; strain lacks LuxN and CqsS sensors; 0 = neutral-control median; AID 2094, 2009; 300,000 tested, 0.4% active; activity change, % at 7.5 µM; in the data active means activity change below about -75%, passing the limit was not always enough;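 further: luminescence divided by OD600 gain over 9 h not by final OD600 alone; inactives centre near 13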
* hit, by the source's call.

What do the screens show for `Cn1nccc1C(=O)NC1CCCc2c1cnn2-c1ccc(C(C)(C)C)cc1` (configuration not stated)?
HSF-1 act: 22; SKKanGAS inh: 1; HIF act: -0.2; Platelet DG rel: 19; HSP90 refold inh: -2; KLF5 inh: -6; IEC-6 tox: 23*; aSyn UTR inh: -1; HSF1 inhib: 5; AI-2 QS modul: 12

How did CC(=O)N1CCc2cc(S(=O)(=O)CCC(=O)O)ccc21 do in these assays?
HSF-1 act: 1; SKKanGAS inh: 1; HIF act: 1.2; Platelet DG rel: -5; HSP90 refold inh: 1; KLF5 inh: 20; IEC-6 tox: 1; aSyn UTR inh: -6; HSF1 inhib: -3; AI-2 QS modul: 12

How did Cc1ccc(N2C(=O)N3[C@H](c4ccc(Cl)cc4)[C@@H]4C(=O)N(C5CCCCC5)C(=O)[C@@H]4[C@]3(Cc3ccccc3)C2=O)cc1 do in these assays?
HSF-1 act: -5; SKKanGAS inh: 1; HIF act: -0.4; Platelet DG rel: -2; HSP90 refold inh: 6; KLF5 inh: -4; IEC-6 tox: -2; aSyn UTR inh: -10; HSF1 inhib: 2; AI-2 QS modul: 30

Results for CCCCNC(=S)NNC(=O)C1=NN(c2cc(C)ccc2C)C(=O)CC1 ?
HSF-1 act: -7; SKKanGAS inh: 3; HIF act: -0.1; Platelet DG rel: 8; HSP90 refold inh: 4; KLF5 inh: 18; IEC-6 tox: 8; aSyn UTR inh: 24; HSF1 inhib: 0; AI-2 QS modul: 19

Results for Cc1cc(C)c(NC(=O)CN2CCC(NC(=O)NC3CCCCC3)CC2)c(C)c1 ?
HSF-1 act: 2; SKKanGAS inh: -5; HIF act: -0.3; Platelet DG rel: 0; HSP90 refold inh: 0; KLF5 inh: -7; IEC-6 tox: -4; aSyn UTR inh: 3; HSF1 inhib: -3; AI-2 QS modul: -9

Results for CCOc1ccccc1C(=O)N[C@H](C(=O)OCc1cc([N+](=O)[O-])cc2c1OCOC2)C(C)C ?
HSF-1 act: 9; SKKanGAS inh: 2; HIF act: -0.6; Platelet DG rel: -8; HSP90 refold inh: -3; KLF5 inh: 25; IEC-6 tox: 4; aSyn UTR inh: 3; HSF1 inhib: -8; AI-2 QS modul: -11

What do the screens show for `CS(=O)(=O)Nc1nnc(CCc2ccccc2)s1`?
HSF-1 act: -1; SKKanGAS inh: 5; HIF act: 0.6; Platelet DG rel: 1; HSP90 refold inh: -5; KLF5 inh: 1; IEC-6 tox: -3; aSyn UTR inh: 2; HSF1 inhib: 0; AI-2 QS modul: 13

How did O=C1CSC(c2ccc(F)c(F)c2)N1c1ccccc1F (configuration not stated) do in these assays?
HSF-1 act: -3; SKKanGAS inh: -2; HIF act: -1.9; Platelet DG rel: 3; HSP90 refold inh: -4; KLF5 inh: -6; IEC-6 tox: -7; aSyn UTR inh: 7; HSF1 inhib: 0; AI-2 QS modul: 33

Results for Cc1cc(C(=O)Cn2nc(C(=O)O)c3ccccc3c2=O)c(C)n1-c1ccc(OC(F)F)cc1 ?
HSF-1 act: -4; SKKanGAS inh: 30; HIF act: -12; Platelet DG rel: -15; HSP90 refold inh: 6; KLF5 inh: -8; IEC-6 tox: 9; aSyn UTR inh: -3; HSF1 inhib: -3; AI-2 QS modul: 14

What do the screens show for `COc1ccc(NC(=O)NC2(C)CCS(=O)(=O)C2)cc1` (configuration not stated)?
HSF-1 act: 7; SKKanGAS inh: -6; HIF act: 2.3; Platelet DG rel: 5; HSP90 refold inh: -2; KLF5 inh: -16; IEC-6 tox: -5; aSyn UTR inh: -13; HSF1 inhib: -11; AI-2 QS modul: 12

Results for O=C(NC1CCCC1)C(c1cccnc1)N(C(=O)c1ccco1)c1cccc(F)c1 (configuration not stated) ?
HSF-1 act: 29; SKKanGAS inh: 1; HIF act: -1.1; Platelet DG rel: 1; HSP90 refold inh: 1; KLF5 inh: -31; IEC-6 tox: 0; aSyn UTR inh: 0; HSF1 inhib: 7; AI-2 QS modul: 4

Results for CC1C/C(=C/c2cccs2)C(=O)/C(=C/c2cccs2)C1 (configuration not stated) ?
SKKanGAS inh: 24; Platelet DG rel: -4; HSP90 refold inh: 5; KLF5 inh: -4; IEC-6 tox: -5; aSyn UTR inh: 2; AI-2 QS modul: 11

Taken from above, four compounds:
What do the screens show for `Cn1nccc1C(=O)NC1CCCc2c1cnn2-c1ccc(C(C)(C)C)cc1` (configuration not stated)?
HSF-1 act: 22; SKKanGAS inh: 1; HIF act: -0.2; Platelet DG rel: 19; HSP90 refold inh: -2; KLF5 inh: -6; IEC-6 tox: 23*; aSyn UTR inh: -1; HSF1 inhib: 5; AI-2 QS modul: 12

How did CC(=O)N1CCc2cc(S(=O)(=O)CCC(=O)O)ccc21 do in these assays?
HSF-1 act: 1; SKKanGAS inh: 1; HIF act: 1.2; Platelet DG rel: -5; HSP90 refold inh: 1; KLF5 inh: 20; IEC-6 tox: 1; aSyn UTR inh: -6; HSF1 inhib: -3; AI-2 QS modul: 12

How did Cc1ccc(N2C(=O)N3[C@H](c4ccc(Cl)cc4)[C@@H]4C(=O)N(C5CCCCC5)C(=O)[C@@H]4[C@]3(Cc3ccccc3)C2=O)cc1 do in these assays?
HSF-1 act: -5; SKKanGAS inh: 1; HIF act: -0.4; Platelet DG rel: -2; HSP90 refold inh: 6; KLF5 inh: -4; IEC-6 tox: -2; aSyn UTR inh: -10; HSF1 inhib: 2; AI-2 QS modul: 30

Results for CCCCNC(=S)NNC(=O)C1=NN(c2cc(C)ccc2C)C(=O)CC1 ?
HSF-1 act: -7; SKKanGAS inh: 3; HIF act: -0.1; Platelet DG rel: 8; HSP90 refold inh: 4; KLF5 inh: 18; IEC-6 tox: 8; aSyn UTR inh: 24; HSF1 inhib: 0; AI-2 QS modul: 19

Following part
What do the screens show for `CCOC(=O)C/C(C)=N/NC(=O)CNc1cccc(Cl)c1C`?
HSF-1 act: -14; SKKanGAS inh: -3; HIF act: -0.6; Platelet DG rel: 4; HSP90 refold inh: 1; KLF5 inh: 0; IEC-6 tox: 3; aSyn UTR inh: -2; HSF1 inhib: -4; AI-2 QS modul: 9

What do the screens show for `O=C(COC(=O)c1cncc(Br)c1)NC1CC1`?
HSF-1 act: -1; SKKanGAS inh: 3; HIF act: 0.0; Platelet DG rel: 6; HSP90 refold inh: 2; KLF5 inh: -9; IEC-6 tox: -3; aSyn UTR inh: -4; HSF1 inhib: -2; AI-2 QS modul: 17

What do the screens show for `CC1Cc2cc(/C(O)=C3\C(=O)C(=O)N(CCN(C)C)C3c3ccccc3F)ccc2O1` (configuration not stated)?
HSF-1 act: 2; SKKanGAS inh: -12; HIF act: 0.6; Platelet DG rel: -8; HSP90 refold inh: 5; KLF5 inh: -22; IEC-6 tox: 4; aSyn UTR inh: -12; HSF1 inhib: 1; AI-2 QS modul: -6

How did Cc1ccccc1C(=O)N=c1c(C#N)cc2c(=O)n3cccc(C)c3nc2n1Cc1ccco1 do in these assays?
HSF-1 act: 3; SKKanGAS inh: 7; HIF act: 0.6; Platelet DG rel: 14; HSP90 refold inh: 1; KLF5 inh: -12; IEC-6 tox: -3; aSyn UTR inh: -11; HSF1 inhib: 3; AI-2 QS modul: 2

How did CCNC(=O)CSc1nc(-c2ccc(F)cc2)cs1 do in these assays?
HSF-1 act: 13; SKKanGAS inh: -5; HIF act: 1.2; Platelet DG rel: -2; HSP90 refold inh: 2; KLF5 inh: -59; IEC-6 tox: 4; aSyn UTR inh: -35; HSF1 inhib: 9; AI-2 QS modul: 5

Results for Clc1ccc(CN2CCCCCC2)cc1 ?
HSF-1 act: -18; SKKanGAS inh: -1; HIF act: 0.7; Platelet DG rel: 8; HSP90 refold inh: -1; KLF5 inh: -13; IEC-6 tox: -2; aSyn UTR inh: 5; HSF1 inhib: -5; AI-2 QS modul: 2

Results for Cc1cc(C)n(CCC(=O)N/N=C/c2ccc(Br)c([N+](=O)[O-])c2)n1 ?
HSF-1 act: 20; SKKanGAS inh: 5; HIF act: -0.5; Platelet DG rel: -3; HSP90 refold inh: 2; KLF5 inh: -9; IEC-6 tox: 2; aSyn UTR inh: 1; HSF1 inhib: 3; AI-2 QS modul: 10

How did COc1ccc(C(=O)NCCC(C)C)cc1S(=O)(=O)N1CCOCC1 do in these assays?
HSF-1 act: 6; SKKanGAS inh: -3; HIF act: 0.0; Platelet DG rel: -9; HSP90 refold inh: 1; KLF5 inh: -17; IEC-6 tox: -6; aSyn UTR inh: -25; HSF1 inhib: 0; AI-2 QS modul: -6

What do the screens show for `CC(NC(=O)CN(C1CCCCC1)S(C)(=O)=O)c1ccccc1` (configuration not stated)?
HSF-1 act: -12; SKKanGAS inh: -1; HIF act: 2.2; Platelet DG rel: 3; HSP90 refold inh: 1; KLF5 inh: 3; IEC-6 tox: -3; aSyn UTR inh: -3; HSF1 inhib: 1; AI-2 QS modul: 11

How did Cc1ccc(S(=O)(=O)N/N=C/c2ccc3nccnc3c2)cc1 do in these assays?
HSF-1 act: 21; SKKanGAS inh: -3; HIF act: -0.1; Platelet DG rel: -2; HSP90 refold inh: 0; KLF5 inh: -29; IEC-6 tox: -2; aSyn UTR inh: -11; HSF1 inhib: 2; AI-2 QS modul: 3

How did COc1cccc(OC)c1/C=C/C(=O)NC1CCCCC1 do in these assays?
HSF-1 act: 5; SKKanGAS inh: 3; HIF act: -0.3; Platelet DG rel: 7; HSP90 refold inh: -4; KLF5 inh: -40; IEC-6 tox: -9; aSyn UTR inh: 9; HSF1 inhib: -2; AI-2 QS modul: 22

What do the screens show for `Cc1ccc(-c2nnc(Nc3ccc4c(c3)nc(C)n4C)c3ccccc23)cc1`?
HSF-1 act: 0; SKKanGAS inh: 6; HIF act: -0.3; Platelet DG rel: -4; HSP90 refold inh: 1; KLF5 inh: -4; IEC-6 tox: 3; aSyn UTR inh: 22; HSF1 inhib: 4; AI-2 QS modul: 46

Results for O=C(Cn1cnc2c(cnn2-c2ccccc2)c1=O)N1CCN(c2ccc(F)cc2)CC1 ?
HSF-1 act: 14; SKKanGAS inh: -9; HIF act: 0.0; Platelet DG rel: -6; HSP90 refold inh: 4; KLF5 inh: -7; IEC-6 tox: 4; aSyn UTR inh: -21; HSF1 inhib: 0; AI-2 QS modul: 4

How did Fc1ccc(-n2[nH]nnc2=S)cc1N1CCCC1 do in these assays?
HSF-1 act: 4; SKKanGAS inh: 4; HIF act: 1.0; Platelet DG rel: 10; HSP90 refold inh: 1; KLF5 inh: -27; IEC-6 tox: -2; aSyn UTR inh: -35; HSF1 inhib: -4; AI-2 QS modul: 24

Random excerpt: two compounds from above
Results for CC1C/C(=C/c2cccs2)C(=O)/C(=C/c2cccs2)C1 (configuration not stated) ?
SKKanGAS inh: 24; Platelet DG rel: -4; HSP90 refold inh: 5; KLF5 inh: -4; IEC-6 tox: -5; aSyn UTR inh: 2; AI-2 QS modul: 11

What do the screens show for `CC1Cc2cc(/C(O)=C3\C(=O)C(=O)N(CCN(C)C)C3c3ccccc3F)ccc2O1` (configuration not stated)?
HSF-1 act: 2; SKKanGAS inh: -12; HIF act: 0.6; Platelet DG rel: -8; HSP90 refold inh: 5; KLF5 inh: -22; IEC-6 tox: 4; aSyn UTR inh: -12; HSF1 inhib: 1; AI-2 QS modul: -6

Screens (PubChem)
